Screening data from PubChem.
CHT block = inhibitors of human choline transporter CHT | Q9GZV3 | CHT-expressing cells, membrane potential dye, choline response; stronger effect = lower value | B-score at 10 µM | hit rate 0.86% among 310,000;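 active means B-score over 3 SD under the library average, and starting fluorescence ratio not unusually high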;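 further: choline stimulus applied at its EC90 after an EC20 pre-addition; B-score computed on integrated fluorescence ratio after choline addition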
Target sequence (Q9GZV3 whole entry, looked up): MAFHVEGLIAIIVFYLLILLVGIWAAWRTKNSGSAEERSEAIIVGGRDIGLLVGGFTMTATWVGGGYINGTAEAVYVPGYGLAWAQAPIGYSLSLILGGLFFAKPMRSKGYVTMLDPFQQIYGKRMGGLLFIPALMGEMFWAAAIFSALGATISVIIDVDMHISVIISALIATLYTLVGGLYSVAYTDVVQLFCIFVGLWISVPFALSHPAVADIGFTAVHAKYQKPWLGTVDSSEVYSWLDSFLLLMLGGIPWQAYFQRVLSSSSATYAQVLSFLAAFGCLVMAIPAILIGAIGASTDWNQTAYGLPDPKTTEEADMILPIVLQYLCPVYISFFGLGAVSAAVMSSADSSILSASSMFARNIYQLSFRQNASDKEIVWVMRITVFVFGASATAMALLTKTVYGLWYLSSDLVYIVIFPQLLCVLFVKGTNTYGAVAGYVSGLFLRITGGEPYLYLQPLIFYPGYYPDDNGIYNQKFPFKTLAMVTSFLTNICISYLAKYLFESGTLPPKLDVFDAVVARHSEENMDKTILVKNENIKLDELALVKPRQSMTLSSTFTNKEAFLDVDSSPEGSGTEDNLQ
CHT allo act = human CHT allosteric activation. Q9GZV3. CHT-expressing cells, membrane potential dye, choline EC20; stronger effect = higher value; LV-AA mutant CHT in HEK293 cells. B-score at 10 µM. hit rate 0.49% among 310,000;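 active means initial fluorescence not abnormally high and integrated response B-score, plate-corrected, over 3 SD above library mean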
Calls only; i = inactive.

SMILES	CHT block	CHT allo act
FC(F)(F)c1cc(Oc2ccc(Cl)cc2)ncc1-c1nnc(-c2ccc(Cl)cc2)o1	i	i
CC1CCN(C(=O)C2CCCCN2S(=O)(=O)c2cccc([N+](=O)[O-])c2)CC1 (stereo not given)	i	i
CN(CCC1CCOCC1)C(=O)C1CCC(=O)N(CCc2ccccc2)C1 (stereo not given)	i	i
CC(=O)c1cnc2c(C(=O)O)cnn2c1C	i	i
CC(=O)C1=C(C)NC2=C(C(=O)CC(C)(C)C2)C1C (stereo not given)	i	i
O=C(O)CCC(=O)NCc1ccc2[nH]c3c(c2c1)CCCC3	i	i
Cc1cnc(NC(=O)CSc2nnc(N)s2)s1	i	i
COc1cc(-c2cc(C(=O)Nc3c(Cl)cc(Cl)cc3Cl)c3ccccc3n2)cc(OC)c1OC	i	i
CC(C)CCn1cnc2c1c(=O)[nH]c(=O)n2Cc1ccccc1	i	i
COC(=O)Cc1ccc(NC(=S)NC2CC2)cc1	i	i
COc1ccc(NC(=O)C/C(C)=N/NC(=O)c2cccs2)c([N+](=O)[O-])c1	i	i
COC(=O)[C@@]12CCCCN1[C@H](c1ccc(-c3cc(C(C)=O)cs3)c(OC)c1)[C@H]1C(=O)N(C)C(=O)[C@H]12	i	i
CCCN(CC(=O)Nc1ccccc1C)C(=O)c1cccc(-n2cnnn2)c1	i	i
Cc1ccc(C(=O)OCC(=O)N(C)c2c(N)n(Cc3ccccc3)c(=O)[nH]c2=O)s1	i	i
CCN1CCN(CC(O)COc2ccc(Cl)cc2)CC1 (stereo not given)	i	i
Cn1nc(CC(=O)Nc2ccc3c(c2)OCCO3)c2ccccc2c1=O	i	i
COC(CNC(=O)c1ccc2c(c1)ncn2C1CCCCCC1)OC	i	i
Cc1ccc(Nc2cc(-n3nc(C)cc3C)ncn2)cc1	i	i
O=S(=O)(NCCCSc1ccccc1)c1ccccc1F	i	i
S=C1CSc2ccccc2N1	i	i
O=C(CN1C(=O)NC2(CCCCC2)C1=O)NCc1cccs1	i	i
C[C@H](NC(=O)c1cc2cc(Cl)ccc2n1C)C(=O)N1CCC[C@H]1C(=O)O	i	i
Cc1cc(C)c2c(N)c(C(=O)N/N=C/c3ccccc3)sc2n1	i	i
CCOC(=O)c1ccc(-c2ccc(/C=N/NC(=O)CN(c3ccccc3Br)S(C)(=O)=O)o2)cc1	i	i
COc1ccc(-c2cc(C(=O)NCc3ccc(Cl)cc3)no2)cc1OC	i	i

Other results follow.
SMILES	CHT block	CHT allo act
Cc1ccc(Oc2ccc(NC(=O)CSc3n[nH]c(N)n3)cc2)cc1	i	i
Cc1ccc(C(C)(C)C)c(OCCN2CCCC2)c1	i	i
COc1cccc(-n2cnc3sc(C)c(C)c3c2=O)c1	i	i
Cc1onc(-c2ccccc2)c1C(=O)Nc1ccc(-c2nnc3n2CCCCC3)cc1	i	i
CCOc1ccc(N=C2NN=C(c3cc(C)n(CC4CCCO4)c3C)CS2)cc1 (stereo not given)	i	i
Cc1ccc(O)c(-c2cc(C(=O)Nc3ccc(S(=O)(=O)Nc4nc(C)cc(C)n4)cc3)[nH]n2)c1	i	i
CCC(C)(C)n1nnnc1C(c1ccccc1OC)N1CCSCC1 (stereo not given)	i	i
O=Cc1ccc(N2CCCCC2)cc1	i	i
CC1CN(C(=S)Nc2ccccc2F)CC(C)O1 (stereo not given)	i	i
C[C@@H]1CC[C@@]2(O[C@@H](CCO)C[C@H](O)[C@H]2O)O1	i	i
CC(C)CCN1CCN(Cc2cc(F)ccc2-n2cccn2)CC1CCO (stereo not given)	i	i
CCOC(=O)N1CCN(CC(O)COC2CC(C)CCC2C(C)C)CC1 (stereo not given)	i	i
CCCN(Cc1cc2ccc(C)cc2[nH]c1=O)C(=O)c1ccccn1	i	i
Cc1nn(Cc2ccccc2)c(C)c1NC(=O)CCC(=O)O	i	i
CC(=O)c1cccc(S(=O)(=O)N2CCCC(c3nc4c(nnn4Cc4ccc(C)cc4)c(=O)[nH]3)C2)c1 (stereo not given)	i	i
CCC1Oc2ccccc2N(CC(=O)Nc2ccc3c(c2)OCCO3)C1=O (stereo not given)	i	i
CC1CCN(c2nc3ccc(C(=O)N4CCN(Cc5ccc6c(c5)OCO6)CC4)cc3s2)CC1	i	i
C=CCn1c(C)cc(-c2csc(NC(=O)CCc3nc4ccccc4c(=O)[nH]3)n2)c1C	i	i
O=C(CSc1nnc(-c2cccnc2)o1)Nc1nccs1	i	i
Cc1c(Cl)cccc1NC(=O)CCCn1cnc([N+](=O)[O-])n1	i	i
CC(C)(C)c1ccccc1NC(=O)COC(=O)CN1C(=O)NC2(CCCC2)C1=O	i	i
Cc1nccc(-c2cc(-c3ccc(Cl)cc3Cl)no2)n1	i	i
CC(=O)OCC(=O)C1(O)CCC2C3CCC4=CC(=O)C=CC4(C)C3C(O)CC21C (stereo not given)	i	i
O=C(NCCCN1CCOCC1)c1ccc(Sc2cccc(Cl)c2)c([N+](=O)[O-])c1	i	i
COc1ccc2oc(C(=O)OCC(=O)N3CC(C)OC(C)C3)c(C)c2c1 (stereo not given)	i	i

(list continues)
SMILES	CHT block	CHT allo act
COc1ccccc1CN1CC(C(=O)NCCn2nc(C)cc2C)CCC1=O (stereo not given)	i	i
CCOCCCNC(=O)c1c[nH]c2ccc(C)cc2c1=O	i	i
COc1ccc(N2CCN(c3nc(=S)n(-c4ccccc4)c(C)c3C(C)=O)CC2)cc1	i	i
Cc1cc(O)ccc1NC(=S)NC(=O)c1cncc(Br)c1	i	i
CCSc1nnc(NC(=O)CC(C)C)s1	i	i
O=C(Cc1csc(NC(=O)Nc2cccc(Cl)c2)n1)NCc1ccccn1	i	i
O=C(CSc1ccc(Br)cc1)NCC(c1cccs1)N1CCOCC1 (stereo not given)	i	i
O=C1CNC(=S)N1CCc1ccc(Cl)cc1	i	i
COCCN(C(=O)C1CC1)c1nnc(-c2ccc(C)cc2)s1	i	i
CCn1c(C)nc2cc(C(=O)N/N=C/c3cccc(OC)c3O)ccc21	i	i
Nn1c(SCC(=O)Nc2ccc(OC(F)F)cc2)nnc(Cc2ccccc2)c1=O	i	i
CCOC(=O)N1CCN(Cc2nc3cc(NC(=O)c4ccco4)ccc3n2CC)CC1	i	i
CCOC(=O)c1[nH]c2ccccc2c1NC(=O)CC(C)C	i	i
COc1ccc(/C=C(/C#N)C(=O)Nc2ccccc2C)cc1C(=O)O	i	i
CCOC(=O)c1c(S(=O)(=O)NCC(=O)Nc2cccc(C)c2C)c(C)n(C)c1C	i	i
CCCC(=O)Nc1ccc(Cl)c(NC(=S)NC(=O)c2cc3ccccc3o2)c1	i	i
CCn1ncc(/C=C/C(=O)NCc2cnn(C)c2C)c1C	i	i
Cc1cc(C)c(NC(=O)c2ccoc2C)c(C)c1	i	i
Oc1ccc(-c2nc3ccccc3s2)c(O)c1	i	i
Cc1nn(C(C)C(=O)NCc2ccc(Cl)cc2)c(=O)c2cc3occc3n12 (stereo not given)	i	i
COc1cc2c(cc1OC)CN(C(=O)c1ccc(OC)c([N+](=O)[O-])c1)CC2	i	i
O=C(NCC1CCOCC1)C1CCC(=O)N(Cc2cccc(C(F)(F)F)c2)C1 (stereo not given)	i	i
CCC(CC)C(=O)Nc1cccc(/C(C)=N/NC(=O)c2ccccc2Cl)c1	i	i
O=C1Nc2cc(C(=O)N3CCOCC3)ccc2S/C1=C\c1ccccc1	i	i
CCOCCOc1cccc(C(=O)NC(C)c2ccc3ccccc3c2)c1 (stereo not given)	i	i

Entries of single compounds, looked up by structure. Screens in order: CHT block | CHT allo act
COc1ccc(/C=C(/C#N)C(=O)Nc2ccccc2C)cc1C(=O)O is listed with i | i
O=C1CNC(=S)N1CCc1ccc(Cl)cc1 is listed with i | i
Oc1ccc(-c2nc3ccccc3s2)c(O)c1 is listed with i | i
CCOC(=O)c1c(S(=O)(=O)NCC(=O)Nc2cccc(C)c2C)c(C)n(C)c1C is listed with i | i

Next part
SMILES	CHT block	CHT allo act
C=CCNC(=O)C1(c2ccccc2)CC1(Cl)Cl (stereo not given)	i	i
CC(=O)Nc1cccc(-c2nn[nH]n2)c1	i	i
COc1ccc(NC(=O)CSc2nc(-c3ccncc3)nn2CC(=O)N2CCCC2)cc1	i	i
CCC(=O)N1CCc2cc(S(=O)(=O)N3CCN(c4ccccn4)CC3)ccc21	i	i
CC(=O)Nc1ccc(S(=O)(=O)NCCC(=O)Nc2ccc(C)c(Cl)c2)cc1	i	i
Cn1c(=O)c2cc(S(=O)(=O)NC(C(=O)Nc3cccc(F)c3)c3ccccc3)ccc2n(C)c1=O (stereo not given)	i	i
Cc1nn(C)cc1/C=C/C(=O)c1ccc(O)cc1	i	i
CCc1nn(CCCC(=O)NCc2cc(Br)ccc2OC)c(=O)c2cc3occc3n12	i	i
Cc1ccc(OCC(=O)NCC(=O)Nc2ccc(F)c(F)c2F)c([N+](=O)[O-])n1	i	i
CCOC(=O)N1CCN(c2nnc(-c3ccccc3)c3ccccc23)CC1	i	i
COc1ccc(CCN(Cc2cc3cc(C)cc(C)c3nc2Cl)C(=O)C2CC2)cc1	i	i
Nn1c(Cc2ccccc2)nc2cc(Cl)ccc2c1=O	i	i
COc1ccc(S(=O)(=O)NCC(=O)N(CC(=O)NCC2CCCO2)c2ccccc2C)cc1 (stereo not given)	i	i
COc1cc(OC)cc(C(=O)Nc2ccccc2C(=O)N2CCCC2)c1	i	i
COc1cc(C(=S)N2CCOCC2)ccc1OC(=O)c1cc([N+](=O)[O-])cc([N+](=O)[O-])c1	i	i
CSc1ncccc1C(=O)OCc1cccc([N+](=O)[O-])c1	i	i
CC1Oc2ccccc2C=C1C1/C(=C(/O)c2ccccc2)C(=O)C(=O)N1CCCN(C)C (stereo not given)	i	i
O=C1NCCCC1C(=O)Nc1ccccc1C(F)(F)F (stereo not given)	i	i
O=C(Nc1cccc(C(F)(F)F)c1)c1cccnc1NCCc1ccccc1	i	i
COc1ccc(-n2nc(C(=O)NCC(=O)NCCCN3CCOCC3)c3ccccc3c2=O)cc1	i	i
Cc1cccc(N2CCN(C(=O)c3cccs3)CC2)c1C	i	i
CC1(c2ccccc2)NC(=S)N2C1NC(=S)N2c1ccccc1 (stereo not given)	i	i
CCOc1ccc(CNc2nc3ccccc3n2CCN2CCOCC2)cc1	i	i
CCN(CC(=O)Nc1c(F)cccc1F)C(=O)c1ccc(COc2ccccc2)o1	i	i
O=c1[nH][nH]c(-c2ccccc2)c1C=Nc1ccc(Cl)cc1	i	i

An excerpt from above in order of count of non-hydrogen atoms, ascending:
SMILES	CHT block	CHT allo act
CC(=O)Nc1cccc(-c2nn[nH]n2)c1	i	i
Cc1cccc(N2CCN(C(=O)c3cccs3)CC2)c1C	i	i
CCOC(=O)N1CCN(c2nnc(-c3ccccc3)c3ccccc23)CC1	i	i
COc1ccc(CCN(Cc2cc3cc(C)cc(C)c3nc2Cl)C(=O)C2CC2)cc1	i	i
COc1ccc(NC(=O)CSc2nc(-c3ccncc3)nn2CC(=O)N2CCCC2)cc1	i	i
COc1ccc(-n2nc(C(=O)NCC(=O)NCCCN3CCOCC3)c3ccccc3c2=O)cc1	i	i

Next part.
SMILES	CHT block	CHT allo act
O=C(C1CCCN(S(=O)(=O)c2ccc(Br)cc2)C1)N1CCN(Cc2ccccc2)CC1 (stereo not given)	i	i
O=[N+]([O-])c1ccc(NC(=S)NCC(c2cccnc2)N2CCOCC2)cc1 (stereo not given)	i	i
O=C(NC1(C(F)(F)F)C(=O)Nc2c1c(=O)[nH]c(=O)n2Cc1ccccc1)c1ccc(Cl)cc1Cl (stereo not given)	i	i
Cc1cccnc1NC(=O)c1cccc(S(=O)(=O)N2CCCC2)c1	i	i
CC(C)CCNC(=O)C(c1ccc(O)cc1)N(Cc1cccs1)C(=O)C1COc2ccccc2O1 (stereo not given)	i	i
COc1ccc(-c2noc(CCCC(=O)Nc3cccnc3)n2)cc1OC	i	i
COc1ccc(C2NC(=O)NC(C)=C2C(=O)Nc2cc(C)ccc2C)cc1OC (stereo not given)	i	i
CC1CCCN(C(=O)COC(=O)C2CCN(S(=O)(=O)c3ccc(Cl)c(C(F)(F)F)c3)CC2)C1 (stereo not given)	i	i
O=C(NC1CCCCC1)N1CCC(c2nc(-c3ccc(S(=O)(=O)N4CCCC4)cc3)no2)CC1	i	i
COc1ccc(C(=O)NNS(=O)(=O)c2ccc(C)cc2)cc1	i	i
COC(=O)c1cc(Cl)nc2ccccc12	i	i
CC1=C(C(=O)Nc2ccccc2C(=O)NC2CCC(C)CC2)SCCO1 (stereo not given)	i	i
COc1ccc(CCNc2c(C)c(C)nc3ncnn23)cc1	i	i
Cn1cncc1C(=O)c1ccccc1	i	i
OC[C@H]1O[C@@H]2O[C@H]3[C@H](O)[C@@H](O)[C@@H](O[C@H]4[C@H](O)[C@@H](O)[C@@H](O[C@H]5[C@H](O)[C@@H](O)[C@@H](O[C@H]6[C@H](O)[C@@H](O)[C@@H](O[C@H]7[C@H](O)[C@@H](O)[C@@H](O[C@H]1[C@H](O)[C@H]2O)O[C@@H]7CO)O[C@@H]6CO)O[C@@H]5CO)O[C@@H]4CO)O[C@@H]3CO	i	i
Cc1ccn2cc(C(=O)NC3CCN(Cc4ccccc4)CC3)nc2c1	i	i
COc1ccc(-c2csc3ncnc(N4CCN(c5ccccc5O)CC4)c23)cc1	i	i
Cc1ccc(C(=O)Nc2cccc(NC(=O)c3cccs3)c2)c(C)c1	i	i
COc1ccc(C2CC(c3cccs3)=NN2C(=O)c2ccc(Br)o2)cc1 (stereo not given)	i	i
O=C(O)Cn1c(=O)c2c3c(sc2n(Cc2ccc(Cl)cc2Cl)c1=O)CCCC3	i	i
CCCCOc1c(Cl)cc(CNC(C)(C)CO)cc1OCC	i	i
COc1cccc(NC(=O)Cc2c(O)c3ccccc3[nH]c2=O)c1	i	i
